ERG-DNA inh – inhibitors of human ERG Ets domain-DNA interaction; P11308; fluorescence polarization, His-ERG Ets domain / labelled DNA; Potency, µM (top dose mostly 76.9 µM), for inactives: at the highest dose FP activity, negative = inhibition, usual class: inhibitors; hit rate 0.028% among 370,000; active = well fitted inhibition curve with a large enough effect in the polarisation, with a control signal flat; inconclusive = small, poorly fitted or top-dose-only effect, or effect the other way, or a change in a side signal; inactive = no such curve, though single readings can be large or run the other way; the % refers to the polarisation;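 note: polarization taken with two DNA probes labelled with fluorescein and Texas red; potency is the fitted concentration of half-maximal effect; % of control where 0% means no effect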
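His-tagged ERG Ets domain (1 uM in the protein solution; 300mM KCl, 50mM Tris-HCl, 1mM EDTA, 1mM DTT, pH 7.5) received compound, then a probe mix of 5 nM fluorescein-DNA and 100nM Texas-615-DNA. Fluorescence polarization was read for both dyes.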
POLB inh – blocks human DNA polymerase beta activity. hit rate 1.3% among 340,000. Pol beta primer extension/strand displacement, fluorescence kinetic. Potency, µM (doses to about 114 µM), without a hit: at the top dose activity change, negative = inhibition, most hits filed as inhibitors. P06746; note: potency is the fitted concentration of half-maximal effect; % is set by controls: 0 for no effect and ±100 for the full control effect
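Pol beta (10 nM) and compounds were preincubated 15 min at room temperature, then 50 nM substrate (final) started primer extension/strand displacement. Reads were taken at 0 and 10 min; concentration-response data were fitted to a four-parameter Hill equation.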
POLI inh – DNA polymerase iota (human) inhibition; Pol iota fluorescent replication assay, 10 min; Potency, µM (highest dose often 115 µM), inactives show top-dose activity, negative = inhibition, hits mostly inhibitors; hit rate 1% among 390,000; AID 588590; note: potency is the fitted concentration of half-maximal effect
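Pol iota at 10 nM preincubated 15 min with compounds at room temperature; reaction started with fluorescent substrate, 50 nM final. Fluorescence read kinetically at 0 and 10 min; buffer-only wells as negative control.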
Anesthetic bind – binds horse apoferritin like a general anesthetic; hit rate 0.074% among 350,000; Potency, µM (top dose mostly 77.5 µM), for the others: top-dose activity change, negative = displacement, actives largely listed as inhibitors; apoferritin/1-aminoanthracene competitive binding, fluorescence; P02791; note: potency is the fitted concentration of half-maximal effect; % is set by controls: 0 for no effect and ±100 for the full control effect; nearly all actives have a fitted effect of over 20% in size
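Read-out: endpoint 1-AMA fluorescence, excitation 380 nm and emission 535 nm, after compounds sit 10 min at room temperature with 10 uM horse-spleen apoferritin in 50% saturated 1-AMA/PBS. Values come from four-parameter Hill fits.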
BLM helicase inh – Bloom syndrome helicase (human) inhibition. hit rate 0.2% among 350,000. recombinant BLM DNA unwinding, fluorescence dequenching. P54132. AID 2528. Potency, µM (doses to about 56.1 µM), for the others: at the top dose activity change, negative = inhibition, usual class: inhibitors;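 note: potency is the fitted concentration of half-maximal effect; plate controls were vehicle for no effect and no enzyme for full effect; nearly all actives have a fitted effect of over 35% in size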
Pol kappa inh – blocks human DNA polymerase kappa activity; purified Pol kappa, fluorescent DNA synthesis assay, 10 min; Potency, µM (top dose mostly 107 µM), for inactives: at the top dose activity, negative = inhibition, actives largely listed as inhibitors; hit rate 0.53% among 400,000; AID 588579; note: potency is the fitted concentration of half-maximal effect; % is set by controls: 0 for no effect and ±100 for the full control effect
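Inhibition of 10 nM Pol kappa is measured by a fluorescent read-out at 0 and 10 min following addition of 50 nM substrate (final), with a 15-min room-temperature compound preincubation.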
APE1 inh – APE1 (human) endonuclease inhibition; P27695; recombinant APE1, TAMRA/BHQ-2 abasic DNA cleavage fluorescence; Potency, µM (top dose mostly 65.8 µM), inactives show top-dose activity change, negative = inhibition, most hits filed as inhibitors; hit rate 0.35% among 350,000; AID 2517;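 note: potency is the fitted concentration of half-maximal effect; plate controls were vehicle for no effect and reference inhibitor for full effect; nearly all actives have a fitted effect of over 55% in size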
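Step 1: APE1 (0.75 nM) with compound, 15 min RT. Step 2: add 50 nM fluorophore/quencher THF duplex. Step 3: three fluorescence reads 60 s apart (525/598 nm); read 3 minus read 1 = reaction progress.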
TRHR ag – agonists of human TRH receptor; P34981; TRHR cells, calcium flux fluo-8, FDSS agonist mode; activation, % at 2 µM; hit rate 0.18% among 360,000; AID 493084; in the data active = activation above about 30%; note: 0% is about no effect
Target sequence (P34981 whole entry, looked up): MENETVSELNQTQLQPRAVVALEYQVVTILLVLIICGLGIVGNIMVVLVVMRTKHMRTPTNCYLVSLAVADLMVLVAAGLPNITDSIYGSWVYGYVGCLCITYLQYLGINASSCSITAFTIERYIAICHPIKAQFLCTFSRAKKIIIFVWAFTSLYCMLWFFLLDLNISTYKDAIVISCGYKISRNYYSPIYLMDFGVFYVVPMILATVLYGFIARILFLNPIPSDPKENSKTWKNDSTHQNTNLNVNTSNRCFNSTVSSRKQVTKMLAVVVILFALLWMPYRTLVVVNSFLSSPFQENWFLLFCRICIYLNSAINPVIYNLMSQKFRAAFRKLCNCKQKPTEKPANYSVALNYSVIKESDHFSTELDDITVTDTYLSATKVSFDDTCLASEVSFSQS
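Fluo-8-loaded TRHR cells; 10 s baseline, compound added, kinetic Ca2+ fluorescence read 1/s, agonist mode.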
12-LOX inh – ALOX12 (human) lipoxygenase inhibition; Potency, µM (highest dose often 108 µM), without a hit: at the highest dose activity change, negative = inhibition, actives largely listed as inhibitors; purified 12hLO, xylenol orange hydroperoxide absorbance; hit rate 1.1% among 580,000; P18054; note: potency is the fitted concentration of half-maximal effect; % is set by controls: 0 for no effect and ±100 for the full control effect
Target sequence (P18054 whole entry, looked up): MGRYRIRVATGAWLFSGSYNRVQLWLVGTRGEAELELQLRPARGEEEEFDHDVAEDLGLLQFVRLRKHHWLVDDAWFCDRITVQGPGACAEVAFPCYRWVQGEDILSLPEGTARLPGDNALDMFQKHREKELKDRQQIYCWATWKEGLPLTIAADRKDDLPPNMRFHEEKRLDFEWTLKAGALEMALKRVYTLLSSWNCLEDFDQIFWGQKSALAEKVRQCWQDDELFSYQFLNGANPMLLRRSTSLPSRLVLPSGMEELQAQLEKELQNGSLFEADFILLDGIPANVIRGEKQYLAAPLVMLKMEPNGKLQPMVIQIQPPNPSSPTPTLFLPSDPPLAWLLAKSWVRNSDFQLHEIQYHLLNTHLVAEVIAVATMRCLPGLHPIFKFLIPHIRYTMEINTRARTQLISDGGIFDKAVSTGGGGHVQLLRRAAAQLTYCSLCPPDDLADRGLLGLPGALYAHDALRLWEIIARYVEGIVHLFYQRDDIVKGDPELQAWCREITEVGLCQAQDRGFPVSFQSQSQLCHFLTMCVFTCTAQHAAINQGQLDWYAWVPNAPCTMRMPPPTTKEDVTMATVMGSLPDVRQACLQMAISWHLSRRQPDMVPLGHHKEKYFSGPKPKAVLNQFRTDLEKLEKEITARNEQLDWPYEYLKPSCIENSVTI
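Purified human 12hLO at 150 nM in 25 mM Hepes, 0.01% Triton X-100, pH 7.0, preincubated 15 min at room temperature with compound. Reaction started with 40 uM arachidonic acid, 30 min at room temperature. Hydroperoxide measured by Fe-xylenol orange, 573/405 nm absorbance ratio.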
An asterisk follows results filed as active; u = inconclusive; x = no result given; & = joins results of further samples; ! = a repeat was not active; [ ] = another dose, or the depositor's remark. Unless noted, calls come from the whole dose curve; as a rule, active = well fitted curve in the direction sought with a large enough effect; inconclusive = small, poorly fitted or top-dose-only effect, or another doubt; inactive = no such curve, though single readings can be large; an effect the other way counts as inactive or inconclusive. The list is partial (hit frequency here may not be typical).

Values run as follows: ERG-DNA inh | POLB inh | POLI inh | Anesthetic bind | BLM helicase inh | Pol kappa inh | APE1 inh | TRHR ag | 12-LOX inh
#1 Cc1nn(C(C)C(=O)NC2CC2)c(=O)c2nn(-c3ccccc3)c(C)c12 (stereo not drawn)
    -1% | 23% | 0% | -1% | 0% | -12% | -4% | -0.2 | 2%
#2 CN(c1ccccc1)S(=O)(=O)c1cccc(NC(=O)c2ccc(=O)[nH]n2)c1
    -2% | x | u | x | x | -13% | -2% | x | 191%[activator]
#3 COCCN1CCn2c(nc3cc(NC(=O)NC4CCCCC4)ccc32)C1
    -1% | 3% | 42%[activator] | 2% | -5% | -12% | 19% | 0.0 | 83%[activator]
#4 CCN(C1CCS(=O)(=O)C1)S(=O)(=O)c1cccs1 (stereo not drawn)
    x | 5% | -4% | -3% | -1% | -13% | 15% | -0.5 | -9%
#5 CCN(CC)CCN(C(=O)c1ccc2c(c1)OCCO2)c1nc2c(Cl)cccc2s1
    24% | 16% | -2% | -17% | 9% | -1% | 22% | 0.2 | 35µM*
#6 O=C1c2cc(CO)cc(O)c2C(=O)c2c(O[C@@H]3OC(CO)[C@@H](O)[C@@H](O)[C@@H]3O)cccc21 (stereo partly drawn)
    -2% | x | -17% | x | x | -6% | x | x | u
#7 CN(C)S(=O)(=O)c1cccc(NC(=O)c2cc(-c3cccs3)nn2-c2cccc(Cl)c2)c1
    x | 0% | -12% | 2% | -10% | -2% | -3% | 1.0 | -4%
#8 Cc1cc(C(=O)NC2CCCN(Cc3ccccc3F)C2)n[nH]1 (stereo not drawn)
    -1% | 2% | 30% | -7% | -3% | -14% | -4% | -0.8 | 9%
#9 O=C(CSC1=NS(=O)(=O)c2ccccc2N1)NCCc1ccccc1
    5% | x | 6% | x | x | -12% | 2% | 0.1 | -14%
#10 CCN(C(=O)c1ccc(S(=O)(=O)N2CCCC2)cc1)C1CCS(=O)(=O)C1 (stereo not drawn)
    17% | x | 12% | x | x | -4% | -16% | 0.5 | u
#11 COc1cc(OC)c(NC(=O)NCc2ccc3c(c2)CCN3C(=O)c2ccccc2)cc1Cl
    3% | -9% | 4% | 27% | -4% | -7%[60.1 µM] | x | -0.1 | -11%
#12 CCc1ccc(N2C(=O)CSC23C(=O)N(Cc2cccc(F)c2)c2ccccc23)cc1 (stereo not drawn)
    0% | 1% | 36%[activator] | -23% | -5% | 2% | x | -0.5 | -21%
#13 CC(NC(=O)CN1C(=O)COc2ccc(Cl)cc21)c1ccccc1 (stereo not drawn)
    3% | 1% | 23% | -5% | 0% | -29% | x | -0.8 | -17%
#14 N#CCSc1nc2ccccc2c(=O)n1CCC(=O)NC1CCCCC1
    -9% | 4% | -6% | -7% | 1% | -2% | 2% | -0.3 | -24%
#15 CCOC(=O)C1=C(CNCCOc2ccc(OC)cc2)NC(=O)NC1c1ccc2c(c1)OCO2 (stereo not drawn)
    -1% | -1% | 154%[activator] | -12% | 6% | -15% | 4% | 0.1 | -1%
#16 O=C(NCc1cccnc1)c1ccc(S(=O)(=O)N2CCCCCC2)cc1
    0% | 8% | 128%[activator] | -14% | -1% | -13% | -1% | -0.3 | -3%
#17 O=C1NC(=O)/C(=C/c2ccccc2OCc2ccccc2)S1
    6% | -2% | 68%[activator] | u | u | 4% | 1% | 0.9 | -17%
#18 Cc1c(Br)cc(C(=O)N2CCN(CCO)CC2)c(C)c1C
    1% | 0% | 20% | -7% | 0% | -16% | 0% | 0.6 | 0%
#19 Cc1ccsc1C(=O)OCC(=O)c1ccc[nH]1
    -9% | x | 15% | x | x | -12% | 17% | 1.3 | 9%
#20 CCCc1cc(=O)[nH]c(SCC(=O)N2c3ccccc3NC(=O)C2(C)C)n1
    5% | x | u | x | x | -25% | 14% | x | 492%[activator]
#21 COc1ccc(N(CC(=O)N/N=C/c2cccc3c2OCCO3)S(=O)(=O)c2ccc(NC(C)=O)cc2)cc1
    8% | 0% | -5% | -2% | -10% | -2% | 4% | -0.5 | 0%
#22 Cc1cc(C(=O)CSc2ccc(F)cc2)cc(C)c1OC(=S)N(C)C
    -4% | u | 7% | u | -8% | -15% | 5% | 0.5 | 5%
#23 CCOc1ccc(NC(=O)Nc2cc(C)ccc2OC)cc1
    -6% | 33% | 11% | -9% | 1% | -10% | 1% | -1.0 | 0%
#24 CN(C)c1ccc(/C=N/NC(=O)c2nnn(-c3nonc3N)c2CN2CCCCCC2)cc1
    -6% | x | -8% | x | x | -17% | x | x | 4%
#25 Cn1cnnc1Sc1ccc(/C=C(\CC(=O)O)c2nc3ccccc3s2)cc1[N+](=O)[O-]
    1% | 14% | 23% | -13% | -7% | -2% | -2% | 0.3 | 0%
#26 COc1cccc(CSc2nc3nc(C)cc(C)n3n2)c1
    16% | -2% | 8% | 3% | -2% | 2% | -14% | -0.6 | -8%
#27 COCc1c(C(=O)OCC(=O)c2ccc[nH]2)oc2ccccc12
    5% | x | 28% | x | x | 0% | 22% | x | -19%
#28 CC(C)(C)SCCNC(=O)COc1ccccc1
    x | 18% | -4% | -16% | -2% | -6% | 4% | -0.3 | -1%
#29 COc1ccc(N2CC(NC(=O)/C=C\c3ccccc3)CC2=O)cc1 (stereo not drawn)
    -1% | 2% | 28% | 45%[activator] | -4% | -7%[60.1 µM] | x | -0.9 | -9%
#30 CC(C)OC(=O)c1cc(NC(=O)c2nn(C)cc2Br)cc(C(=O)OC(C)C)c1
    -6% | 16% | 10% | -7% | -13% | -19% | 1% | 0.5 | -23%
#31 Cc1cc(C(=O)N2CCN(c3ccc([N+](=O)[O-])cc3)CC2)c(C)o1
    3% | 42% | 3% | -22% | -3% | -4% | -2% | -0.3 | u
#32 Cc1ccc(S(=O)(=O)NCCOc2nc(N(C)C)nc(N(C)C)n2)cc1
    4% | 28% | 25% | -9% | 1% | -6% | -2% | -1.4 | -2%
#33 CS/C(=N\S(=O)(=O)c1cccs1)Nc1ccc(Cl)cc1
    23% | -2% | -11% | 1% | 2% | 1% | 6% | -0.7 | -25%
#34 CCOC(=O)CSc1c(-c2ccccc2)c2cc(Cl)ccc2[nH]c1=O
    -5% | 39% | 158%[activator] | -6% | -4% | -12% | 11% | 0.5 | -21%
#35 O=C(COc1ccc(Cl)cc1)NCc1nnc(SCC(=O)NCCc2ccccc2)o1
    -2% | 6% | -1% | -2% | 0% | 0% | 1% | -0.5 | 0%[57.4 µM]
#36 CC(C)c1ccc(C(=O)OCC(=O)c2c(N)n(C)c(=O)n(C)c2=O)cc1
    -1% | x | 4% | x | x | -21% | -3% | x | -6%
#37 CCCC1=Nc2cc(C(=O)NCCCOCC)ccc2Sc2ccccc21
    -12% | 4% | 29% | u | -5% | -14% | -5% | -0.8 | -15%
#38 CC(O)Cc1cn(CC(=O)N2CCNCC2)nn1 (stereo not drawn)
    0% | 2% | -18% | 3% | -1% | -5% | 0% | 0.2 | u
#39 S=C1NCN(CCc2ccccc2)CN1Cc1ccccc1
    10% | 94% | -26% | -4% | -7% | -7% | 6% | -0.1 | 8%
#40 CCCCC1=CC2=C(c3ccco3)C(=O)C(C)(OC(=O)c3ccc(OC)cc3)C(=O)C2=CN1C(CO)CO (stereo not drawn)
    1% | 2% | 65%[activator] | -3% | -3%[12.4 µM] | -21% | -1%[12.4 µM] | 0.3 | -3%
#41 CCc1nnc(NC(=O)c2ccc(NC(=O)C(C)C)cc2)s1
    -3% | 2% | 8% | -2% | -2% | -15% | -2% | 1.5 | u
#42 C=C(C)C(C)(C#CCN1CCCC1)OC(C)=O (stereo not drawn)
    -11% | 1% | u | -4% | -2% | -2% | -2% | 0.8 | 4%
#43 O=C(O)COc1ccc(-c2nccc(-c3cccs3)n2)cc1
    x | 43% | x | -1% | -4% | x | 7% | 0.1 | x
#44 O=C(CN1C(=O)c2ccccc2S1(=O)=O)N1CCN(c2ccc(F)cc2)CC1
    -12% | 0% | 10% | -13% | -1% | -2% | -3% | 0.3 | 0%[57.4 µM]
#45 CC1CCN(C(=O)Cn2nnc(-c3ccccc3)n2)CC1
    2% | -12% | 33%[activator] | -9% | -3% | 6% | 9% | 0.1 | 8%
#46 COc1cc([N+](=O)[O-])ccc1NC(=O)C[n+]1ccccc1C
    -11% | 3% | 18% | -15% | -2% | -2% | 2% | -0.5 | -23%
#47 CCCCCCCCCCCC1=C(O)C(=O)C=C(O)C1=O
    3% | x | u | x | -7%&-5%&-10% | u | u | x | 3.4µM*!
#48 COCCN(C(=S)Nc1c(C)cc(C)cc1C)C(C)c1cccs1 (stereo not drawn)
    7% | -5% | 36%[activator] | -12% | -7% | 7% | 8% | 3.1 | 0%
#49 CCOC(=O)COc1ccc2nsnc2c1
    4% | 14% | 20% | -17% | -4% | -2% | 8% | 0.3 | 0%
#50 COc1cc(OC)cc(C(=O)OCCNC(=O)Cn2cnc3c2c(=O)n(C)c(=O)n3C)c1
    x | 0% | x | -6% | -5% | x | 1% | 0.0 | 6%
#51 COc1ccc2c(c1OC)C(=O)c1ccccc1C2=O
    x | -3% | x | -7% | -2% | x | 2% | -0.1 | x
#52 C=C(C)CSc1nc2sc3c(c2c(=O)n1-c1ccccc1)CC(C(C)C)OC3 (stereo not drawn)
    1% | 26% | 4% | 14% | -1% | 0% | x | 0.2 | -18%
#53 Cc1nn(C(=O)C2CC2)c(C)c1Sc1ccc(Cl)cc1
    0% | 0% | 3% | -4% | 7% | -10% | 0% | -0.2 | 197%[activator]
#54 COC(=O)c1c(NC(=O)c2cc3nc(-c4ccc(OC)cc4)cc(C(F)(F)F)n3n2)sc2c1CCCC2
    2% | -23% | 6% | -9% | 1% | -5%[60.1 µM] | x | 0.4 | u
#55 COc1ccccc1C(=O)NNC(=O)c1ccccc1[N+](=O)[O-]
    -6% | -2% | 4% | 1% | 0% | -16% | -3% | -0.3 | -11%

High-throughput results as filed in PubChem BioAssay.
